Rab7 wt GTP bind – modulators of GTP binding to dog Rab7 wildtype GTPase; hit rate 0.055% among 190,000; GST-Rab7 beads, fluorescent GTP binding, flow cytometry; actives lie on both sides; untreated = 100%, excess cold GTP = 0%; AID 758; GTP binding activity (percent of control), % at 10 µM;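 active means fluorescent GTP binding to Rab7 beads changed by at least 20 points from the 100% baseline, either direction, mostly lower; inconclusive means compound itself probably fluorescent, or too few beads counted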;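 further: median green fluorescence of bound Bodipy-FL-GTP per Rab7 bead population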
ABCB1 inh – human ABCB1 inhibition, ABCG2 as counter-screen | P08183 | CCRF-Adr cells, JC-1 efflux, flow cytometry | inhibition, % at 6.6 µM | hit rate 0.067% among 190,000 | AID 1326; in the data active means inhibition above about 40%;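 further: 0% = vehicle and 100% = reference inhibitor; higher value means more JC-1 retained so stronger ABCB1 efflux block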
Rac1 act GTP bind – alters GTP binding to activated mutant human Rac1 | percent activity (GTP binding), % at 10 µM | hit rate 0.11% among 190,000 | AID 764 | GST-Rac1 activated beads, fluorescent GTP binding, flow cytometry; actives lie on both sides; 100% means binding = to untreated wells;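 active means GTP binding at least 20 percentage points away from the 100% baseline, in either direction, so actives lie on both sides; inconclusive means Compound likely fluorescent itself, or too few beads counted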
Rab2 wt GTP – changes GTP binding to wildtype dog Rab2A, up or down. GST-Rab2 wt beads, Bodipy-GTP binding, flow cytometry. GTP binding activity, % at 10 µM. hit rate 0.19% among 190,000. AID 760;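 active means GTP binding activity at least 20 points away from 100%, either lowered or raised; inconclusive means signal likely due to the compound's own green fluorescence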;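 further: 0% = beads with excess unlabeled GTP and 100% = no-compound control corrected for plate trend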
ABCG2 inh – blocks JC-1 efflux by human ABCG2 transporter; IgMXP3 cells, flow cytometry; Q9UNQ0; hit rate 0.1% among 190,000; inhibition, % at 6.6 µM;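 active means inhibition above 80%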;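 further: 0% = DMSO and 100% = nicardipine control wells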
Target sequence (Q9UNQ0 whole entry, looked up): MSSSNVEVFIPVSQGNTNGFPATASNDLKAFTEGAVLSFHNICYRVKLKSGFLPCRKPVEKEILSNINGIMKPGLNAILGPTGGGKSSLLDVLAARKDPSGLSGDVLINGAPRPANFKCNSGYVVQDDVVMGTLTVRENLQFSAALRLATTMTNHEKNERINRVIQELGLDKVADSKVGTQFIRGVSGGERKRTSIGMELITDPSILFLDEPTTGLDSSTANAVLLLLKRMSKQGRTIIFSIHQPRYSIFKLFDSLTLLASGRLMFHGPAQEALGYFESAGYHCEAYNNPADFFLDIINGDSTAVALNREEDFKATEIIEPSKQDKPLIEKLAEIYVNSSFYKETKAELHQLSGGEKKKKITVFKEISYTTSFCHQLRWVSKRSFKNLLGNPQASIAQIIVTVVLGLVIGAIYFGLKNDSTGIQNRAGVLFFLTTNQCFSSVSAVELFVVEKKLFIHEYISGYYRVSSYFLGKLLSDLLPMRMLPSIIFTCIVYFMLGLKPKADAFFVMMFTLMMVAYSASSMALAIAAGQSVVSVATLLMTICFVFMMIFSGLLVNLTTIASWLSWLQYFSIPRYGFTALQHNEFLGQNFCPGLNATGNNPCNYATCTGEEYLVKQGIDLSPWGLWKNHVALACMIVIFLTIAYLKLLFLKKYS
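Times: 10 min at 25 °C | Test system: Two drug-resistant human cell lines, ABCG2 and ABCB1 | Quantity: 3 million cells/mL final, two lines in 1:1 ratio | Signal: Flow cytometry, 530 nm JC-1 signal | Dosing: Compound at 6.6 µM | Controls: Nicardipine and DMSO wells | Reagent: JC-1 as fluorescent efflux pump substrate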
Cdc42 wt – changes GTP binding to wildtype human Cdc42; P60953; GST-Cdc42 beads, Bodipy-GTP binding, flow cytometry; actives lie on both sides; percent activity (GTP binding), % at 10 µM; hit rate 0.2% among 190,000;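 active means percent activity GTP binding at least 20 points away from the 100% baseline, either down as inhibitor or up as activator; inconclusive means compound flagged as likely green fluorescent from well-wide comparison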;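 further: median bead fluorescence of bound Bodipy-FL-GTP at 100 nM; 0% = excess unlabeled GTP control and 100% = no compound control; below 100% means less GTP binding so inhibitor and above means activator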
Mcl1 Noxa PPI – disrupts binding of human Mcl-1 to Noxa peptide; Q07820; TR-FRET Mcl-1/Noxa peptide binding, 2 h; inhibition, % at 21.7 µM; hit rate 1.5% among 220,000; AID 1022;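 active means compounds that cut the protein-peptide binding signal by more than 50% relative to plate controls in a single-dose test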;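 further: His-tagged Mcl-1 with rhodamine Noxa BH3 peptide and terbium anti-His antibody; 0% = Mcl-1 plus Noxa peptide wells and 100% = peptide-only wells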
Target sequence (Q07820 whole entry, looked up): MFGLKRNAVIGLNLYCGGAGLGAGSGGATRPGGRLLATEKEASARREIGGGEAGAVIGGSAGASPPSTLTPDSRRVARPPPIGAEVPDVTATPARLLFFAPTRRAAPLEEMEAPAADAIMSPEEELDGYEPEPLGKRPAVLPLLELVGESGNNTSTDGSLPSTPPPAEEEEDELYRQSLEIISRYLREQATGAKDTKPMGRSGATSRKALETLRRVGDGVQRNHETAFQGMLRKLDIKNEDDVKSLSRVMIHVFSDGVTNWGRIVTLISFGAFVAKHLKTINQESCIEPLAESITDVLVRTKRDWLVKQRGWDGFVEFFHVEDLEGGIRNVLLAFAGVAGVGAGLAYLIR
HRas wt GTP bind – modulators of GTP binding to human HRas wildtype. P01112. GST-Ras wt beads, Bodipy-FL-GTP binding, flow cytometry; actives lie on both sides. GTP binding activity, % at 10 µM. hit rate 0.14% among 190,000. AID 759;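 active means GTP binding activity at least 20% away from the 100% baseline, either lowered as inhibitor or raised as activator; inconclusive means flagged as likely green fluorescent, judged across all proteins in the well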;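 further: 0% = unlabeled GTP competition control and 100% = no-compound control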
Pf gamet viab – P. falciparum stage V gametocyte viability inhibition; P. falciparum stage V gametocytes, ATP luminescence, 24 h; inhibition, % at 10.9 µM; hit rate 0.065% among 150,000; AID 743093;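 active means inhibition above the mean plus 3 SD of compounds within the control limits, set per campaign, cut at about 38% in these data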;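 further: 0% = DMSO wells and 100% = medium only without gametocytes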
Avidin fluor – compound fluoresces at 488/530 nm on avidin beads. compound fluorescence 488/530 nm, flow cytometry; hits give high values. fluorescence (KMESF) at 10 µM. hit rate 0.38% among 220,000; in the data active means fluorescence above about 47; further: inactives centre near 10
Rac1 wt modul – modulators of human Rac1 wildtype GTP binding. GTP binding activity (% of control), % at 10 µM. GST-Rac1 beads, fluorescent GTP binding, flow cytometry; actives lie on both sides; 0 = cold GTP competed, 100 = untreated. AID 757. hit rate 0.27% among 190,000;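 active means GTP binding activity at least 20 points away from the 100% control level, either lower or higher; inconclusive means compound flagged as likely green fluorescent, judged across all proteins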
* hit, by the source's call; ? = inconclusive; / = no result given.

SMILES | Rab7 wt GTP bind | ABCB1 inh | Rac1 act GTP bind | Rab2 wt GTP | ABCG2 inh | Cdc42 wt | Mcl1 Noxa PPI | HRas wt GTP bind | Pf gamet viab | Avidin fluor | Rac1 wt modul
CCCOc1ccc(C(=O)CCC(=O)OCC(=O)Nc2ccc(Oc3ccccc3)cc2)cc1 | 96 | 0.9 | 100 | 96 | 8 | 97 | 11 | 97 | / | 21 | 100
O=C(c1cc(F)c(F)cc1Cl)N1CCCCC1 | 101 | 0.1 | 100 | 102 | 0 | 105 | 4 | 100 | 6 | 7 | 104
O=C(c1ccc(Cl)c(Cl)c1)N1CCC(O)(CN2CCOCC2)CC1 | 99 | 0.7 | 94 | 96 | 1 | 94 | 7 | 96 | -12 | 10 | 95
O=C(COC(=O)/C=C/c1cccc(F)c1)Nc1ccccc1 | 96 | 0.4 | 89 | 92 | 5 | 88 | 3 | 91 | 8 | 7 | 88
CCCCn1c(=N)n(CC(O)COc2cccc(C)c2)c2ccccc21 (stereo unspecified) | 101 | 0.8 | 100 | 103 | 1 | 100 | 22 | 100 | -24 | 14 | 102
O=C(Cn1nnc(-c2ccccc2F)n1)NCc1ccco1 | 95 | 0.2 | 92 | 96 | 5 | 96 | 9 | 98 | 2 | 11 | 99
Cc1csc(SCC(=O)Nc2cc(C(C)(C)C)nn2-c2ccccc2)n1 | 97 | 0.8 | 93 | 95 | 5 | 96 | 5 | 97 | -14 | 11 | 96
Cc1cccc(NC(=O)C(=O)NCCCN2CCOCC2)c1 | 100 | 0.1 | 95 | 98 | 1 | 100 | 0 | 97 | -15 | 10 | 99
O=C(Nc1ccccc1N1CCOCC1)C1CCN(S(=O)(=O)c2cccc(C(F)(F)F)c2)CC1 | 104 | 3.1 | 100 | 100 | 9 | 102 | 11 | 100 | -12 | 16 | 104
CCCn1nc(C(=O)OCC(=O)c2ccccc2)c2ccccc2c1=O | 93 | 0.9 | 92 | 92 | 17 | 92 | 5 | 93 | -10 | 13 | 93
COCCNC(=S)N1CCN(c2cccc(C)c2C)CC1 | 99 | -0.7 | 92 | 92 | -1 | 94 | 13 | 92 | / | 9 | 88
O=C(O)c1ccc(SCc2cnc(Cl)s2)cc1 | 95 | 0.3 | 94 | 96 | 1 | 96 | -4 | 98 | -11 | 36 | 97
Cc1ccccc1N1Cc2ccccc2C1 | 103 | 0.0 | 98 | 100 | -1 | 102 | 26 | 101 | 11 | 3 | 102
CCOC(=O)c1csc(NC(=O)CSc2nnnn2-c2ccc3c(c2)OCCO3)n1 | 101 | 0.5 | 101 | 100 | 2 | 101 | 9 | 100 | / | 19 | 103
O=C(CSc1nc2ccccc2c(=O)n1-c1ccccc1)c1c[nH]c2ccccc12 | 96 | -0.5 | 97 | 96 | -7 | 102 | -100 | 100 | -4 | 12 | 104
CCNC(=O)c1ccc(C2SCC(=O)N2Cc2ccco2)cc1 (stereo unspecified) | 101 | 0.6 | 101 | 100 | 3 | 100 | 6 | 101 | / | 11 | 103
Cc1[nH]c2ccc(C(=O)O)cc2c1C | 99 | 0.4 | 100 | 100 | 1 | 107 | 13 | 104 | / | 12 | 101
COc1ccc(Cc2nn[nH]n2)cc1 | 99 | 0.4 | 93 | 93 | 0 | 95 | 29 | 97 | 15 | 8 | 93
COc1ccc(C(=O)N2CCN=C2SCc2cccnc2)c(OC)c1 | 102 | -1.5 | 99 | 103 | -3 | 103 | -12 | 101 | / | 7 | 104
CCOC(=O)N1CCN(C(=O)c2cnc3n(c2=O)CCS3)CC1 | 101 | -0.2 | 102 | 102 | 1 | 102 | 3 | 101 | 12 | 18 | 108

Some of these compounds in order of length of the SMILES, highest first.
SMILES | Rab7 wt GTP bind | ABCB1 inh | Rac1 act GTP bind | Rab2 wt GTP | ABCG2 inh | Cdc42 wt | Mcl1 Noxa PPI | HRas wt GTP bind | Pf gamet viab | Avidin fluor | Rac1 wt modul
CCCCn1c(=N)n(CC(O)COc2cccc(C)c2)c2ccccc21 (stereo unspecified) | 101 | 0.8 | 100 | 103 | 1 | 100 | 22 | 100 | -24 | 14 | 102
O=C(COC(=O)/C=C/c1cccc(F)c1)Nc1ccccc1 | 96 | 0.4 | 89 | 92 | 5 | 88 | 3 | 91 | 8 | 7 | 88
COc1ccc(Cc2nn[nH]n2)cc1 | 99 | 0.4 | 93 | 93 | 0 | 95 | 29 | 97 | 15 | 8 | 93

Carrying on.
SMILES | Rab7 wt GTP bind | ABCB1 inh | Rac1 act GTP bind | Rab2 wt GTP | ABCG2 inh | Cdc42 wt | Mcl1 Noxa PPI | HRas wt GTP bind | Pf gamet viab | Avidin fluor | Rac1 wt modul
CCOc1ccc(C(=O)Nc2ccc3c(c2)OCCO3)cc1OC | 96 | 0.3 | 95 | 99 | 3 | 100 | -1 | 100 | / | 25 | 98
Nc1nc(N2CCOCC2)nc2ccccc12 | 98 | 0.0 | 99 | 98 | 0 | 100 | 8 | 100 | / | 9 | 101
COc1ccccc1NC(=O)Cn1cc(C#N)c2ccccc21 | ? | 1.0 | ? | ? | 2 | ? | 7 | ? | / | 8 | ?
CC(C)(C)OC(=O)N1CCOCCOCCN(C(=O)OC(C)(C)C)CCOCCOCC1 | 103 | 1.6 | 99 | 101 | 4 | 105 | 4 | 101 | -2 | 12 | 108
Cc1c(C(=O)NCc2cccnc2)oc2ccc(S(=O)(=O)N3CCC4(CC3)OCCO4)cc12 | ? | 0.3 | ? | ? | 1 | ? | 4 | ? | / | 6 | ?
COC(=O)c1c(C)nc2nonc2c1N | 103 | 0.0 | 95 | 97 | 4 | 91 | 9 | 97 | 6 | 12 | 92
Cc1ccc(CNc2ncccc2-c2nc3cc(Cl)ccc3o2)cc1 | 100 | -4.2 | 100 | 100 | -6 | 100 | -5 | 102 | 0 | 9 | 105
CCCCn1c(NC(C)CC)nc2c1c(=O)[nH]c(=O)n2C (stereo unspecified) | 97 | 0.2 | 98 | 97 | 1 | 99 | -9 | 100 | / | 7 | 99
CC1(C)CC(=O)C2=C(C1)N(Cc1cccnc1)C(=O)C2(NC(=O)C1CC1)C(F)(F)F (stereo unspecified) | 101 | 0.0 | 99 | 104 | 1 | 105 | 11 | 103 | -12 | 15 | 109
Cc1cc(C)cc(NC(=O)N2CCCC2C(=O)Nc2ccc(-n3cnnn3)cc2)c1 (stereo unspecified) | 101 | 0.8 | 104 | 107 | 7 | 108 | 14 | 106 | / | 14 | 106
COc1ccc2c(CN3CCN(S(=O)(=O)c4cccs4)CC3)cc(=O)oc2c1 | 102 | 1.4 | 102 | 105 | 8 | 104 | -3 | 104 | 11 | 10 | 107
Cc1onc(C(=O)Nc2sc3c(c2C#N)CCCC3)c1[N+](=O)[O-] | 91 | 0.9 | 86 | 89 | 24 | 88 | -1 | 89 | / | 9 | 88
COc1ccc(F)cc1CN1CCN(C(=O)CCC(=O)Nc2nnc(C(C)C)s2)CC1 | 100 | 1.3 | 98 | 103 | 6 | 111 | 6 | 104 | / | 25 | 108
Cc1cccc(C(=O)N/N=C/c2cc(Br)c(Br)o2)c1 | 97 | -0.6 | 99 | 95 | -5 | 97 | 16 | 97 | -11 | 3 | 98
CCS(=O)(=O)Nc1ccc2c(c1)OCO2 | 97 | 0.6 | 97 | 98 | 1 | 94 | 16 | 96 | -8 | 11 | 98
N/C(=N\OC(=O)c1ccccc1)c1ccccn1 | 106 | -0.1 | 95 | 100 | 1 | 101 | -1 | 101 | 21 | 13 | 99
Cc1ccc(NCc2ccc(Cl)nc2)c(NCc2ccc(Cl)nc2)c1 | 96 | 0.1 | 96 | 99 | -1 | 95 | 12 | 97 | -12 | 11 | 96
O=C(NCc1nnc(SCC(=O)N2CCc3ccccc32)o1)c1cccs1 | 100 | -0.3 | 92 | 95 | 1 | 96 | -5 | 94 | 9 | 17 | 93
N#Cc1ccc(Oc2cccc(C(=O)O)c2)cc1C#N | 98 | -2.2 | 97 | 97 | -2 | 98 | -1 | 98 | 15 | 7 | 100
O=C(Nc1c(F)cc(F)cc1Br)c1cc(S(=O)(=O)N2CCN(c3ccccn3)CC2)ccc1F | 95 | 3.1 | 96 | 97 | 6 | 100 | 28 | 96 | -6 | 8 | 103
Cc1ccccc1N1CC(O)(c2cccs2)[N+]2=C1CCCC2 (stereo unspecified) | 105 | 0.4 | 94 | 102 | 1 | 100 | 3 | 100 | / | 13 | 99
O=C(NCc1ccco1)c1ccccc1NS(=O)(=O)c1ccc2c(c1)OCCO2 | 100 | 0.0 | 99 | 102 | 0 | 102 | 17 | 101 | 4 | 8 | 103
CCCCNC(=O)COC(=O)CNC(=O)c1cc(Cl)cc([N+](=O)[O-])c1 | 97 | 0.2 | 95 | 95 | 1 | 97 | -10 | 98 | 6 | 10 | 99
C/C(=C\C(=O)c1ccccc1)Nc1ccc(O)cc1 | 95 | 0.0 | 101 | 100 | 0 | 102 | 10 | 101 | 21 | 8 | 104
O=C(Nc1cccc2nsnc12)c1ccc(-c2cccc(Cl)c2)o1 | 96 | 0.3 | 97 | 100 | 3 | 100 | 41 | 99 | / | 14 | 100
Cc1cccc(N=Nc2c(N)n[nH]c2-c2ccc(Cl)cc2)c1 | 95 | 0.1 | 93 | 94 | 4 | 95 | / | 95 | -1 | 12 | 91
COc1ccc(NC(=O)CCC2CCCC2)cc1OC | 102 | 0.2 | 100 | 104 | 6 | 108 | 2 | 104 | / | 9 | 112
Cc1nn(-c2ccccc2)c2sc(-c3nnc(SCC(=O)O)o3)cc12 | 99 | -0.2 | 93 | 96 | 0 | 93 | 41 | 96 | -19 | 13 | 96
O=C(N/N=C/c1cccc([N+](=O)[O-])c1)C1COc2ccccc2O1 (stereo unspecified) | 106 | 1.1 | 95 | 104 | 24 | 103 | 14 | 102 | / | 9 | 103
COC(=O)c1ccc(NC(=O)C2C3CCC(C3)C2C(=O)O)cc1 (stereo unspecified) | 99 | 0.5 | 100 | 100 | 2 | 103 | -9 | 102 | / | 13 | 105
COc1ccc(C(=O)N/C(=C\c2ccccc2)C(=O)NC(CC(C)C)C(=O)O)cc1 (stereo unspecified) | 104 | 0.2 | 96 | 100 | 1 | 97 | -1 | 99 | 22 | 10 | 103
O=C(CSc1ncnc2c1oc1ccccc12)Nc1cccc(F)c1 | 100 | 0.9 | 97 | 97 | 11 | 101 | -170 | 103 | 5 | 11 | 107

Source: PubChem BioAssay
